Source: PubChem (several laboratories)
MEP2 TOR yeast: modulators of MEP2-GFP levels in yeast, primary screen, S. cerevisiae, multiplex flow cytometry, MLPCN library; AID 2016, 2009; GFP response vs DMSO, % at 10 µM; 0.51% of 330,000 active; S. cerevisiae MEP2-GFP strain, 3 h; 100% = DMSO control level;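 active = GFP response versus DMSO above a set limit, roughly screen mean plus 3 SD, cut at about 180% in these data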;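 note: median GFP fluorescence of the barcode-gated MEP2-GFP cells per well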
CIT2 TOR yeast: modulators of CIT2-GFP expression in yeast, primary screen, S. cerevisiae, GFP fusion, multiplex flow cytometry, MLPCN library; AID 2029, 2009; GFP response vs DMSO, % at 10 µM; 0.065% of 320,000 active; S. cerevisiae CIT2-GFP strain, 3 h; 100 means same as DMSO wells;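 active = GFP response relative to DMSO above a set limit, near the screen mean plus 3 SD, cut at about 150% in these data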;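 note: ratio of well median GFP fluorescence to mean of DMSO wells on the plate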
AHR activator: AHR activators, primary screen, cell-based, luminescence, luciferase reporter, human; activation, % at 5 µM; AHR-responsive luciferase reporter cells; Aryl hydrocarbon receptor (Homo sapiens), P35869; 2.5% of 320,000 active; in the data active = activation above about 47%;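 note: 0% = vehicle wells and 100% = reference agonist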
Target sequence (P35869 whole entry, looked up): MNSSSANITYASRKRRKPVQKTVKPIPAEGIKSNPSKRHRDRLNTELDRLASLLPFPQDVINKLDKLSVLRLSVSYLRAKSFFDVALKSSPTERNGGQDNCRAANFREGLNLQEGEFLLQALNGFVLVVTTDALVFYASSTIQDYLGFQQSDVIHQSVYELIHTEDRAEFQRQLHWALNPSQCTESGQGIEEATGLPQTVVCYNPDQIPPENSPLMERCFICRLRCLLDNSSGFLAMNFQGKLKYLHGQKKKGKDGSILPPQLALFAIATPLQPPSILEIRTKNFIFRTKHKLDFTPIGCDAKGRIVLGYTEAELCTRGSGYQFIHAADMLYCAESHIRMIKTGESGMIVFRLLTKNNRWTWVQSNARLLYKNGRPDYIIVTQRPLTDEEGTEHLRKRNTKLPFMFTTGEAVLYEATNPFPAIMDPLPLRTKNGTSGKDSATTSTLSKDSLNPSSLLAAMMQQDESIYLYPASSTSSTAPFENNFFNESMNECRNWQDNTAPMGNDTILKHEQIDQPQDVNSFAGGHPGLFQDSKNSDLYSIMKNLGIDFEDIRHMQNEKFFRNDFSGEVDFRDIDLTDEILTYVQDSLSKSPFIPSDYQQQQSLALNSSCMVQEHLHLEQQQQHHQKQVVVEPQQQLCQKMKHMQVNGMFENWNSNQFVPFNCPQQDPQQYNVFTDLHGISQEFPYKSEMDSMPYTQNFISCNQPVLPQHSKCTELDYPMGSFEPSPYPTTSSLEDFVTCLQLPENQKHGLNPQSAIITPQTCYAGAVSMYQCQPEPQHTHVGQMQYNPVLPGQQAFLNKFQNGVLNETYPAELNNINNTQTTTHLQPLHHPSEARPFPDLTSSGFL
LAP4-GFP MLPCN: modulators of LAP4-GFP expression in yeast, primary screen, S. cerevisiae, multiplex flow cytometry, MLPCN library | 3 h; median GFP as percent of DMSO wells | GFP response vs DMSO, % at 10 µM | 0.34% of 320,000 active;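 active = GFP response vs DMSO above a set limit, about the screen mean plus 3 SD, cut at about 150% in these data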
Efflux pump inh: inhibitors of Candida efflux pumps in yeast, primary screen, S. cerevisiae, Nile Red, multiplex; inhibition, % at 10 µM; S. cerevisiae Candida pump triplex; 0.44% of 330,000 active; AID 485275, 2010;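 active = plate passing quality check with inhibition over a set limit, or well fluorescence over plate mean plus 4 SD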;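 note: Nile Red retained in pooled yeast measured as flow cytometry median fluorescence; 0% = buffer negative control and 100% = Enniatin B positive control; higher means more Nile Red kept so more efflux inhibition; some compounds called inactive have numbers as strong as hits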
RPL19A-GFP yeast: RPL19A-GFP expression modulators in yeast, primary screen, cell-based, S. cerevisiae, multiplex flow cytometry, MLPCN. 0.3% of 330,000 active. AID 2025, 2009. S. cerevisiae RPL19A-GFP strain, 3 h; hits give low values. percent response vs DMSO, % at 10 µM;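 active = percent response vs DMSO below 50%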;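 note: median channel GFP fluorescence of the barcoded RPL19A-GFP strain; ratio of sample median GFP to plate DMSO average so 100% = DMSO; lower means less RPL19A-GFP as with rapamycin TOR inhibition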
AGP1-GFP MLPCN: modulators of AGP1-GFP expression in yeast TOR pathway, primary screen, cell-based, multiplex flow cytometry, S. cerevisiae, MLPCN library; 0.02% of 320,000 active; 3 h; GFP as percent of DMSO wells; AID 2066, 2009; GFP response vs DMSO, % at 10 µM;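 active = GFP response relative to DMSO above a set limit, near screen average plus 3 SD, cut at about 150% in these data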;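 note: median GFP channel fluorescence of the gated AGP1 strain per well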
Yeast superoxide: reduction of superoxide in aged yeast, primary screen, HTS. 0.18% of 330,000 active. AID 2690, 2010. superoxide response (% of plate mean), % at 10 µM. S. cerevisiae aged cells, superoxide DHE fluorescence; hits give low values;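 active = superoxide response under a set limit, about three screen SD below normal, cut at about 65% in these data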;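 note: yeast aged for seven days with compound at 30 °C before DHE staining; 100% = average MFI of all compound-treated wells on the plate with controls excluded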
Numbers without * were called inactive; · = not tested or not shown. Not a hit list; any-hit rate near 3.9%.

SMILES,LAP4-GFP MLPCN,RPL19A-GFP yeast,Efflux pump inh,CIT2 TOR yeast,AHR activator,AGP1-GFP MLPCN,MEP2 TOR yeast,Yeast superoxide
COc1cccc2sc(NC(=O)c3ccc(Br)s3)nc12,96,94,-0.1,101,71*,98,101,104
O=C(Nc1ccc2c(c1)OCCO2)c1oc2ccccc2c1NC(=O)C1CC1,102,97,-0.1,102,16,101,111,104
CCOC(=O)c1c(NC(C)=O)sc2c(O)c(CN3CCN(CC)CC3)ccc12,105,96,0.1,103,-3,99,100,113
CN(C)C1=NC(=O)/C(=C\c2ccccc2)S1,105,101,-0.1,98,2,105,103,97
CCc1ccc(N2CC(C(=O)NCc3ccc4c(c3)OCO4)CC2=O)cc1 (stereo not drawn),102,98,-0.1,98,3,100,100,126
CC(=NCc1ccco1)c1c(C(F)(F)F)[nH]n(-c2nc3ccccc3s2)c1=O,103,100,0.2,96,1,95,101,101
CCOc1cc(CNCc2ccc(C(=O)O)cc2)ccc1OC,101,92,-0.2,100,-1,99,106,96
CN(C)S(=O)(=O)c1cccc(NC(=O)CN2C(=O)NC(Cc3c[nH]c4ccccc34)C2=O)c1 (stereo not drawn),99,97,-0.4,95,6,101,98,96
COc1ccc(Nc2nc(NCc3ccco3)nc(N/N=C/c3ccccc3)n2)cc1,116,99,0.0,102,18,98,99,106
COCCNCCOc1ccccc1-c1ccccc1,87,96,0.1,·,4,100,92,109
COc1ccc(N2CCN(C(=O)Cn3cncn3)CC2)cc1,90,86,0.3,86,0,88,86,129
CN(C)CCCN(C(=O)c1ccco1)c1nc2cc3c(cc2s1)OCO3,108,101,0.1,104,-4,100,105,96
Fc1ccccc1N1CCN(C2CCCN(Cc3cccc(C(F)(F)F)c3)C2)CC1 (stereo not drawn),91,102,-0.1,102,5,99,112,112
O=C(c1cc(-c2ccc(O)cc2)on1)N1CCc2ccccc2C1,111,93,0.2,92,-4,98,98,104
CCn1c(CN2CCOCC2)nnc1SCC(=O)Nc1ccc(C)cc1,76,110,0.1,·,-1,96,102,92

Shown as a hit in AHR activator, of those listed so far:
canonical_smiles | LAP4-GFP MLPCN | RPL19A-GFP yeast | Efflux pump inh | CIT2 TOR yeast | AHR activator | AGP1-GFP MLPCN | MEP2 TOR yeast
COc1cccc2sc(NC(=O)c3ccc(Br)s3)nc12 | 96 | 94 | -0.1 | 101 | 71* | 98 | 101

Two neighbouring compounds out of the list so far, quoted:
SMILES,LAP4-GFP MLPCN,RPL19A-GFP yeast,Efflux pump inh,CIT2 TOR yeast,AHR activator,AGP1-GFP MLPCN,MEP2 TOR yeast,Yeast superoxide
COc1cccc2sc(NC(=O)c3ccc(Br)s3)nc12,96,94,-0.1,101,71*,98,101,104
O=C(Nc1ccc2c(c1)OCCO2)c1oc2ccccc2c1NC(=O)C1CC1,102,97,-0.1,102,16,101,111,104

(list continues)
SMILES,LAP4-GFP MLPCN,RPL19A-GFP yeast,Efflux pump inh,CIT2 TOR yeast,AHR activator,AGP1-GFP MLPCN,MEP2 TOR yeast,Yeast superoxide
Cc1ccccc1-c1cc(C(=O)Nc2nc3c(s2)CCCC3)c2ccccc2n1,111,100,-0.3,103,23,107,106,102
Cc1ccc(S(=O)(=O)Nc2nc(-c3ccccc3)cs2)cc1,91,100,-0.2,101,-1,103,96,110
COC(=O)c1ccccc1NC(=O)C(C)c1ccc([N+](=O)[O-])cc1 (stereo not drawn),97,102,0.2,100,-1,102,105,91
O=C(COC(=O)/C=C/c1ccc([N+](=O)[O-])cc1)NNC(=O)c1ccccc1,100,93,0.1,88,-1,97,101,92
CCOc1ccc(S(=O)(=O)NCCC(=O)N2CC=C(c3ccccc3)CC2)cc1,101,89,0.2,85,-2,85,88,99
c1coc(-c2nc3nc4ccccc4nc3n2CC2CCCO2)c1 (stereo not drawn),105,101,0.4,·,20,98,107,136
Cc1ccc(-n2nnnc2-c2nc3ccccc3s2)cc1,87,100,0.2,99,4,90,103,109
CCOC(=O)N1CCN(C(=O)c2ccc3c(c2)ncn3C2CCCC2)CC1,103,102,-0.1,110,8,101,99,106
COc1ccc(C(=O)Nc2nnc(SCC(=O)NCc3ccco3)s2)cc1OC,108,108,0.0,109,5,108,111,103
COc1ccc(C)cc1NS(=O)(=O)c1ccc2c(c1)N(C)CCO2,93,103,0.0,97,11,101,92,126
COCCNC(=O)C1CC(=O)N(CCc2ccccc2)C1 (stereo not drawn),95,104,0.1,99,40,102,110,103
O=C(NCCC1CCCCN1S(=O)(=O)c1ccc(F)cc1)C(=O)NCC1CCCO1 (stereo not drawn),95,86,0.0,100,-2,103,97,75
Cc1ccc(NCc2nnc(SCC(=O)N3CCCCC3)n2CC2CCCO2)c(C)c1 (stereo not drawn),109,103,0.0,100,5,108,102,106
CCc1c(C)nc(Nc2nc(C)c3ccc(OC)cc3n2)[nH]c1=O,101,94,-0.1,92,-1,91,104,108
CCn1c(COc2ccccc2OC)nnc1SCC(=O)NC1CCCC1,102,94,-0.1,99,1,94,102,112
Cn1nnnc1NC(=O)c1ccccc1Cl,99,108,0.0,105,4,107,110,101
CC(N=C1NS(=O)(=O)c2ccccc21)C(=O)Nc1ccc(F)cc1Cl (stereo not drawn),106,102,0.2,94,0,110,103,85
CCOC(=O)Cc1cc(-c2ccc(O)cc2)nc2ccc3ccccc3c12,113,103,-0.3,107,102*,95,107,99
CNCCC(=O)N1c2ccccc2CCc2ccc(NC(=O)OC)cc21,97,102,-0.1,100,0,94,116,106
Cc1cc([N+](=O)[O-])ccc1NC(=O)CSc1nncn1-c1cccnc1,89,101,0.1,101,-2,101,100,103
Cc1cc(C(=O)Nc2ccccc2C)c2ccccc2n1,82,104,0.4,99,12,90,109,103
Cc1nc(CN(C)C(=O)c2cc(COc3ccc4ncccc4c3)on2)cs1,101,97,-0.1,99,1,82,113,94
Cc1nc2c(c(=O)c3ccccc3n2C)c(=O)n1C1CCCCCC1,95,98,-0.1,86,0,91,92,73
Cc1cccc(-c2noc(-c3ccccc3C(=O)NCC3CCCO3)n2)c1 (stereo not drawn),116,102,0.1,98,27,105,104,102
NC(=O)c1nsc(C(=O)N(CC(=O)NCc2ccccc2)c2cccc(F)c2)c1N,98,96,0.0,109,0,105,96,94
O=c1[nH]c2ccc(S(=O)(=O)N3CCN(c4ccccc4)CC3)cc2[nH]c1=O,92,99,0.0,95,0,101,104,103
C[C@H](CO)N1C[C@H](C)[C@@H](CN(C)S(=O)(=O)c2ccc(F)cc2)Oc2ccc(NC(=O)Cc3ccccc3)cc2C1=O,93,97,0.0,90,-1,90,89,81
O=C(O)c1ccc(Cl)c2c1C1C=CCC1C(c1ccccn1)N2 (stereo not drawn),102,98,-0.1,88,-1,100,92,98
O=C(NCCCN1CCOCC1)c1sc2cc([N+](=O)[O-])ccc2c1Cl,107,102,0.5,109,7,109,107,139
CC1=NCCN1S(=O)(=O)c1ccccc1[N+](=O)[O-],101,102,-0.2,94,1,100,103,117

5 of these compounds, set out differently:
Each structure is followed by: LAP4-GFP MLPCN | RPL19A-GFP yeast | Efflux pump inh | CIT2 TOR yeast | AHR activator | AGP1-GFP MLPCN | MEP2 TOR yeast | Yeast superoxide
Cn1nnnc1NC(=O)c1ccccc1Cl
 : 99 | 108 | 0.0 | 105 | 4 | 107 | 110 | 101
CC(N=C1NS(=O)(=O)c2ccccc21)C(=O)Nc1ccc(F)cc1Cl (stereo not drawn)
 : 106 | 102 | 0.2 | 94 | 0 | 110 | 103 | 85
CCOC(=O)Cc1cc(-c2ccc(O)cc2)nc2ccc3ccccc3c12
 : 113 | 103 | -0.3 | 107 | 102* | 95 | 107 | 99
CNCCC(=O)N1c2ccccc2CCc2ccc(NC(=O)OC)cc21
 : 97 | 102 | -0.1 | 100 | 0 | 94 | 116 | 106
Cc1cc([N+](=O)[O-])ccc1NC(=O)CSc1nncn1-c1cccnc1
 : 89 | 101 | 0.1 | 101 | -2 | 101 | 100 | 103

Other records follow.
SMILES,LAP4-GFP MLPCN,RPL19A-GFP yeast,Efflux pump inh,CIT2 TOR yeast,AHR activator,AGP1-GFP MLPCN,MEP2 TOR yeast,Yeast superoxide
COc1ccc(C(=O)N2CCC(c3ccccc3)CC2)c(OC)c1OC,106,105,0.0,99,0,97,105,106
Cc1cccc(C)c1N1CC(=O)N(c2c(C)cccc2C)CC1=O,100,98,-0.1,103,0,103,100,129
CCOc1ccc(NC(=O)Cc2nnc(SCC(=O)N3CCOCC3)n2C)cc1,100,102,0.0,97,-1,105,97,96
Cc1ccc(C)c(S(=O)(=O)Nc2ccc3[nH]c(=O)[nH]c3c2)c1,96,104,-0.1,111,0,104,102,97
COc1ccc(N2CCN(C(=O)c3oc4ccccc4c3NC(=O)Cc3cccc(OC)c3)CC2)cc1,94,98,0.1,86,-2,91,93,81
Cc1[nH]c(=O)c(C#N)c(C)c1CSc1ncccn1,·,102,0.0,·,-1,·,106,87
CC(=O)NCCOC(=O)Nc1sc(=S)n(C)c1C,108,99,-0.2,107,3,·,98,99
O=C1CCC2CCCCC2(O)O1 (stereo not drawn),104,98,-0.1,103,-3,99,99,100
CC(NC(=O)c1ccccc1NC(=O)CN1CCN(c2ccccc2O)CC1)c1ccccc1 (stereo not drawn),88,91,0.0,90,7,87,91,75
CC1(C)CC(=O)C(C=Nc2ccc3[nH]ncc3c2)=C(O)C1,98,98,0.2,96,5,98,94,114
O=C(CCC(=O)NCCCc1ccccc1)NCCCc1ccccc1,86,96,-0.2,99,-3,90,110,91
COc1ccc(/C=N/Nc2nc(-c3cccc(S(=O)(=O)N4CCCC4)c3)cs2)cc1OC,99,117,-0.2,99,35,111,116,99
CN1C(=O)c2cccc3c(Br)ccc(c23)C1=O,86,92,0.1,86,-5,87,95,100
O=S(=O)(/C=C/c1ccccc1)N1CCN(c2cccc(Cl)c2)CC1,102,99,-0.1,95,-2,102,103,93
CC1(c2nnc(-c3ccncc3)o2)CC(c2c(Cl)cccc2Cl)=NO1 (stereo not drawn),106,102,-0.2,77,18,87,89,92
O=C(Cn1cnc2ccccc2c1=O)NNC(=O)c1ccccc1F,106,100,0.0,96,0,103,110,90
COc1ccc(CC(=O)N2CCN(c3ccccc3OC)CC2)cc1OC,84,105,-0.1,114,1,105,100,95
O=C(C[n+]1cc(-c2ccccc2)n2c1CCC2)N1c2ccccc2Sc2ccccc21,86,102,0.0,96,2,97,97,106
CCOc1ccc(C(C(=O)NC(C)(C)C)N(CCOC)C(=O)CCC(=O)Nc2ccccn2)cc1 (stereo not drawn),83,96,0.0,92,-1,96,100,106

Structures above that contain a COOH group:
SMILES,LAP4-GFP MLPCN,RPL19A-GFP yeast,Efflux pump inh,CIT2 TOR yeast,AHR activator,AGP1-GFP MLPCN,MEP2 TOR yeast,Yeast superoxide
CCOc1cc(CNCc2ccc(C(=O)O)cc2)ccc1OC,101,92,-0.2,100,-1,99,106,96
O=C(O)c1ccc(Cl)c2c1C1C=CCC1C(c1ccccn1)N2 (stereo not drawn),102,98,-0.1,88,-1,100,92,98
